CHX counter = Cycloheximide Counterscreen for Small Molecule Inhibitors of Shiga Toxin. cell reporter, cycloheximide protein synthesis inhibition counterscreen. max response, %. 300,000 tested, 12% active. AID 2314, 2010; in the data active = max response mostly above about 13%, no sharp cut-off; inactive = mostly below about 14%; also: read at 38.3 µM for the half of the compounds with a filed dose; 0% is about no effect
FBPA Giardia inh = qHTS Assay for Inhibitors of Fructose-1,6-bisphosphate Aldolase from Giardia Lamblia; 290,000 tested, 0.71% active; Potency, µM (top dose mostly 59.6 µM), without a hit: at the highest dose activity, negative = inhibition, hits mostly inhibitors; purified Giardia FBPA; also: potency is read from the fitted curve at half-maximal effect; % is scaled to controls: 0 for no effect and ±100 for the full control effect; nearly all actives have a fitted effect of over 55% in size
Target sequence (A8B2U2 whole entry, looked up): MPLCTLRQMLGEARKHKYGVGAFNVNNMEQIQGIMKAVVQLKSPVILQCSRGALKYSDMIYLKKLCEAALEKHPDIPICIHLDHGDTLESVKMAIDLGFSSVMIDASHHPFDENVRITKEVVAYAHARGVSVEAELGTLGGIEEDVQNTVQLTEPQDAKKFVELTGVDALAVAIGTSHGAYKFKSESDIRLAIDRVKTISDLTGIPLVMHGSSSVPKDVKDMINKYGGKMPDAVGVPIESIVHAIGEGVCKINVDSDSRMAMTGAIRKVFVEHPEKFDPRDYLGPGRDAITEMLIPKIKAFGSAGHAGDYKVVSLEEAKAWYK
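Giardia FBPA (40 nM reagent) was preincubated 10 min at RT with compound (up to 57.5 uM final), then substrate plus GAPDH/TPI/NAD/arsenate coupling system with diaphorase/resazurin was added; resorufin fluorescence (525/598 nm) was read after 20 min.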
Pf growth 48h = Primary qHTS for delayed death inhibitors of the malarial parasite plastid, 48 hour incubation. P. falciparum luciferase growth in erythrocytes, 48 h. Potency, µM (top dose mostly 28.7 µM), without a hit: top-dose activity change, negative = inhibition, usual class: inhibitors. 310,000 tested, 5.9% active. AID 504832, 2011; also: potency is read from the fitted curve at half-maximal effect; % is scaled to controls: 0 for no effect and ±100 for the full control effect
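Parasite viability was followed by luminescence of a genomically integrated firefly luciferase. Cultures held 0.1% parasitemia at 2% hematocrit (final), incubated under 5% CO2 at 37 C.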
Pf growth 96h = Primary qHTS for delayed death inhibitors of the malarial parasite plastid, 96 hour incubation. P. falciparum luciferase reporter growth, 96 h. Potency, µM (highest dose often 28.7 µM), without a hit: top-dose activity change, negative = inhibition, usual class: inhibitors. 320,000 tested, 6.9% active; also: potency is read from the fitted curve at half-maximal effect; % is scaled to controls: 0 for no effect and ±100 for the full control effect
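Two parasite generations (96 h, 37 C, 5% CO2) of compound exposure in infected erythrocytes (0.05% parasitemia, 2% hematocrit). Luciferase-reporter P. falciparum; decreased luminescence indicates inhibited growth, aimed at apicoplast-acting delayed death.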
HCV inh = qHTS Assay for Inhibitors of Hepatitis C Virus (HCV) | Huh7.5.1 HCVcc-Cre infection, luciferase reporter, 44 h | Potency, µM (series often up to 41.8 µM), inactives show top-dose activity change, negative = inhibition, usual class: inhibitors | 340,000 tested, 3.4% active | AID 651820, 2012; also: potency is read from the fitted curve at half-maximal effect; % is scaled to controls: 0 for no effect and ±100 for the full control effect
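Luciferase read-out (15 sec integration) after a 15 min room-temperature substrate step quantifies HCVcc-Cre infection. Cells, 1,000 per well, had compound added 4 h post-plating, then virus at ~0.5 moi, and were cultured 44 h.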
Shiga inhibitor = A qHTS for Small Molecule Inhibitors of Shiga Toxin; inhibition, % at 38.7 µM; AID 2315, 2010; Vero cells, Shiga toxin protein synthesis inhibition reporter; 290,000 tested, 9.2% active; in the data active = inhibition mostly above about 28%, no sharp cut-off; inactive = mostly below about 43%; also: 0% is about no effect
* = called active by the depositor; ? = inconclusive; . = no result given; [ ] = another dose, or the depositor's remark. Unless noted, calls follow the shape of the dose curve; as a rule, active = well fitted curve in the direction sought with a large enough effect; inconclusive = small, poorly fitted or top-dose-only effect, or another doubt; inactive = no such curve, though single readings can be large; an effect the other way counts as inactive or inconclusive.

mol,CHX counter,FBPA Giardia inh,Pf growth 48h,Pf growth 96h,HCV inh,Shiga inhibitor
Cc1ccc(/C=N/NC(=S)NCCc2ccccc2)s1,17.1,8.5%,11.7µM*,?,-16.0%,12.0
CCC(Oc1ccccc1)C(=O)Nc1ccccc1OC (stereo unspecified),-3.7,-0.6%,0.0%,.,-20.0%,-6.8
Nc1c(N(Cc2ccco2)C(=O)c2ccc(Cl)cc2)c(=O)[nH]c(=O)n1Cc1ccccc1,.,.,?,-23.6%,31.2%[activator],.
C=CCOc1ccccc1/C=N/NC(=O)Cc1ccccc1,9.8,10.0%,38.2%[activator],60.2%[activator],-2.9%,.
CN1CCN(c2ccccc2NC(=O)c2cc(Br)ccc2Cl)CC1,-5.4,5.9%,?,-3.0%,-7.2%,-12.0
CC[C@H](C)[C@H](NS(=O)(=O)c1ccc(C)cc1)C(=O)N1CCC(C(=O)N[C@H](C(=O)O)C(C)C)CC1,-1.3,8.8%,.,50.1%[activator][5.75 µM],-10.3%,-12.2
CC(C)(C)NC(=O)NCCc1ccccc1,35.9*,7.6%,87.7%[activator],104.6%[activator],-1.3%,58.7*
CC(=O)O[C@H](COc1c2ccoc2cc2oc(=O)ccc12)C(C)(C)O,.,.,7.6%,8.9%,1.9%,.

2 records drawn at random from those above, as already listed:
mol,CHX counter,FBPA Giardia inh,Pf growth 48h,Pf growth 96h,HCV inh,Shiga inhibitor
C=CCOc1ccccc1/C=N/NC(=O)Cc1ccccc1,9.8,10.0%,38.2%[activator],60.2%[activator],-2.9%,.
CN1CCN(c2ccccc2NC(=O)c2cc(Br)ccc2Cl)CC1,-5.4,5.9%,?,-3.0%,-7.2%,-12.0

Compound profiles, from the list above. Order of screens: CHX counter, FBPA Giardia inh, Pf growth 48h, Pf growth 96h, HCV inh, Shiga inhibitor
Cc1ccc(/C=N/NC(=S)NCCc2ccccc2)s1 is entered as 17.1, 8.5%, 11.7µM*, ?, -16.0%, 12.0
CC(C)(C)NC(=O)NCCc1ccccc1 is entered as 35.9*, 7.6%, 87.7%[activator], 104.6%[activator], -1.3%, 58.7*
C=CCOc1ccccc1/C=N/NC(=O)Cc1ccccc1 is entered as 9.8, 10.0%, 38.2%[activator], 60.2%[activator], -2.9%, .

(cont.)
mol,CHX counter,FBPA Giardia inh,Pf growth 48h,Pf growth 96h,HCV inh,Shiga inhibitor
CN(C)CCOC(=O)CCc1ccccc1,10.7,-4.5%,34.6%[activator],.,7.8%,-7.5
Cc1ccc(/C=N/NC(=O)c2nnn(-c3nonc3N)c2CSc2ccccc2)s1,-1.2,0.2%,29.1%,14.4%,7.7%,-2.2
Cc1nnc(SCC(=O)Nc2c(Cl)cccc2Cl)[nH]c1=O,-4.0,2.8%,47.2%[activator],?,?,-5.2
Cc1ccc(-c2nn(CC(=O)NCC3CCCO3)c(=O)c3ccccc23)cc1 (stereo unspecified),0.7,4.6%,-8.8%,8.7%,11.7%,-8.8
Cc1ccccc1-c1nnc(-c2cccs2)o1,58.4*,0.2%,77.9%[activator],-28.4%,24.5%,85.3*
O=C(COC(=O)/C=C/c1ccc(C(F)(F)F)cc1)NCC1CCCO1 (stereo unspecified),.,.,?,22.0%,?,.
O=S(=O)(Nc1cccc2cccnc12)c1ccc(Br)cc1,-3.1,?,.,.,.,-11.3
CCCn1c(N)c(C(=O)CSc2n[nH]c(-c3ccccc3F)n2)c(=O)n(C)c1=O,.,.,?,?,?,.

mol,CHX counter,FBPA Giardia inh,Pf growth 48h,Pf growth 96h,HCV inh,Shiga inhibitor
Cc1cc(C(=O)CC#N)c(C)n1CC(F)(F)F,-4.4,10.8%,?,7.8%,-5.7%,-5.7
Cn1cccc1/C=N/NC(=O)CSc1nc2ccccc2n1C,-2.6,-29.0%,-8.7%,39.7%[activator],-6.6%,19.7
CC(C)CC(=O)N1CCN(Cc2ccc3ccccc3c2)CC1,-3.2,?,51.3%[activator],36.3%,-14.0%,.
COc1ccc(-c2noc(-c3cc4ccccc4oc3=O)n2)cc1,4.9,4.3%,57.0%[activator],0.0%,.,29.8
Cc1cnc(C)c(N(C)NC(=S)Nc2ccccc2)n1,-0.5,-8.3%,-22.6%,-30.2%,18.9%,12.2
CCc1nnc(NC(=O)CSc2nnc(-c3ccco3)n2CCOC)s1,-3.7,-0.4%,-3.2%,-0.9%,9.9%,-2.4
Cc1ccc2c(c1)cc(C(=O)NCc1ccccc1)n2C,10.1,-3.7%,0.2%,-8.6%,8.2%,-2.1
CC(C)C(NC(=O)c1ccco1)C(=O)NCC(c1ccco1)N(C)C (stereo unspecified),-2.1,0.6%,.,54.5%[activator],0.3%,-14.5

mol,CHX counter,FBPA Giardia inh,Pf growth 48h,Pf growth 96h,HCV inh,Shiga inhibitor
COc1cc(-c2nnn(CC(=O)NCc3ccccc3)n2)cc(OC)c1OC,-0.6,2.1%,16.7%[5.75 µM],?,?,-10.7
COC(=O)c1c(NC(=O)C(=O)NCCCN2CCOCC2)sc2c1CCCC2,-3.0,.,-17.8%,?,22.4µM*,-5.7
O=C(Nc1nc(C2C3CC4CC(C3)CC2C4)cs1)c1cc2cc([N+](=O)[O-])ccc2oc1=O (stereo unspecified),-0.2,1.5%,?,4.3%,-2.0%,-4.3
Cc1cc(C)cc(N(CC(=O)NCc2ccccc2Cl)S(=O)(=O)c2c(C)[nH]c(=O)[nH]c2=O)c1,-5.9,.,-0.9%,-19.7%,3.7%,-1.9
Cc1cc(C)cc(Oc2ccc(NC(=O)C3CC=CCC3C(=O)O)cc2)c1 (stereo unspecified),12.7,27.3%,32.8%[activator][5.75 µM],?,-12.0%,7.5
CC1OC(OC2C(O)CC(OC3C(O)CC(OC4CCC5(C)C(CCC6C5CCC5(C)C(C7=CC(=O)OC7)CCC65O)C4)OC3C)OC2C)CC(O)C1O (stereo unspecified),-4.5,9.0%,15.1µM*,4.78µM*,.,-22.0
CCOC(=O)C1(Cc2cccc(OC)c2)CCN(Cc2cccc3cnccc23)CC1,1.9,-9.0%,3.7µM*,?,?,-3.5
COc1ccc2nc(C(F)(F)C(F)(F)F)c(C#N)c(N)c2c1,-1.3,-1.9%,.,-13.3%,-5.0%,11.5

mol,CHX counter,FBPA Giardia inh,Pf growth 48h,Pf growth 96h,HCV inh,Shiga inhibitor
COc1ccc(N2C(=O)c3ccccc3NC2c2ccc(OC)c(COc3ccccn3)c2)cc1 (stereo unspecified),16.1*,-1.5%,-11.3%,-66.2%,-8.1%,11.1
COc1ccc(N/C=C2\C(=O)CCc3c2oc2cc(Cl)c(O)c(Cl)c32)cc1,-2.7,-0.2%,-6.5%,?,-7.9%,2.8
Cc1[nH]c2ccc(O)cc2c1CCN,.,3.54µM*,-23.2%,25.8%,10.0%,.
Cc1ccc(C(=O)N/C(=C\c2ccc(Cl)cc2)C(=O)NCC2CCCO2)cc1 (stereo unspecified),-0.1,3.1%,8.7%,15.7%,-1.9%,-5.7
COc1ccc(/C(C)=N/NS(=O)(=O)c2ccccc2)c(OC)c1,5.3,0.7%,?,0.8%,-11.9%,4.6
COc1cccc(OCCNC(=O)CSc2ccc(C(F)(F)F)cc2[N+](=O)[O-])c1,7.6,2.3%,2.4%,43.5%[activator],-14.5%,-5.9
Cc1ccc(NC(=O)CC(C)N2CCCC2)cc1 (stereo unspecified),14.0,-24.1%,.,-5.5%,-19.1%,18.3
O=C(Cc1ccccc1)NCC(=O)OCc1ccc([N+](=O)[O-])cc1,-2.2,-0.2%,1.3%,?,29.5%,14.8

mol,CHX counter,FBPA Giardia inh,Pf growth 48h,Pf growth 96h,HCV inh,Shiga inhibitor
CCN=C1NN=C(c2c[nH]c3ccccc23)CS1,32.2*,-12.5%,266.5%[activator],-89.3%,9.2%,38.4*
CN1C2C=C(N(C(=O)c3ccc(Cl)cc3)c3ccccc3)CC1CC2 (stereo unspecified),-2.8,-4.7%,-24.9%,12.7%,-6.5%,-14.6
CS(=O)(=O)Nc1ccc2c(c1)C(=O)OC2,-2.8,0.1%,13.2%,-21.9%,11.9%,-10.6
CC1(C)CC(=O)C(c2c[nH]c3ccccc23)C(=O)C1,6.2,-7.4%,-11.7%,42.4%[activator],21.4%,0.9
CC(NC(=O)CSc1nc(=O)cc(N)n1-c1ccccc1)c1ccccc1 (stereo unspecified),-1.5,-1.9%,-1.4%,31.7%[activator],26.3%,20.0
COc1ccccc1-c1cc2nc(C)c(CCC(=O)NCc3ccc(F)cc3)c(C)n2n1,-0.7,1.6%,?,-20.9%,?,11.9
Cc1cn(C2CC3OCC(NC(=O)C(NC(=O)OC(C)(C)C)C(C)OCc4ccccc4)C3O2)c(=O)[nH]c1=O (stereo unspecified),-1.8,8.2%,.,.,.,-3.3
c1ccc(CNc2ccccn2)cc1,0.5,-17.6%,-0.3%,257.7%[activator],1.5%,-6.3

mol,CHX counter,FBPA Giardia inh,Pf growth 48h,Pf growth 96h,HCV inh,Shiga inhibitor
COc1ccc(CCN2C(=O)CSC2c2cccc([N+](=O)[O-])c2)cc1OC (stereo unspecified),-2.6,-1.3%,-9.9%,-24.4%,-6.8%,3.0
O=C(Cn1nnc(-c2ccc3c(c2)OCO3)n1)NCc1ccccc1,-3.7,-1.1%,23.8%,7.5%,2.3%,-7.7
COc1ccc(-n2c(Cc3cccn3C)nnc2SCC(=O)Nc2ccc(C)cc2C)cc1,-4.2,-1.4%,?,5.8%,?,-15.4
CCCCn1c(CCC(=O)O)nc2cc(S(=O)(=O)N(CC)CC)ccc21,-1.3,-1.0%,?,?,?,15.5
COc1ccc(N2CC(C(=O)N[C@@H](CC(C)C)C(=O)NC3CCCCC3)CC2=O)cc1 (stereo partly specified),0.2,.,?,14.7µM*,24.2%,-0.5
COc1ccc(Br)cc1/C=C1\Oc2ccccc2NC1=O,3.3,0.8%,43.2%[activator],-16.6%,10.2%,-6.8
Cc1ccc(S(=O)(=O)CC(O)COc2ccc(F)cc2Cl)cc1 (stereo unspecified),-6.1,-2.5%,-0.6%,0.4%,-14.5%,-5.9
Cc1cccc(S(=O)(=O)Nc2nc3ccccc3nc2Nc2ccc3c(c2)OCO3)c1,-0.4,-1.3%,18.0%,?,-1.6%,20.7

mol,CHX counter,FBPA Giardia inh,Pf growth 48h,Pf growth 96h,HCV inh,Shiga inhibitor
CC1CCCC(C)N1C(=O)CSc1nc(N)cc(N)n1 (stereo unspecified),-2.6,-5.5%,23.8%,22.0%,23.2%,-3.8
COC(=O)C1=C(C)N(CCc2ccccc2)C(=O)C1(NS(=O)(=O)c1ccc(NC(C)=O)cc1)C(F)(F)F (stereo unspecified),-5.0,12.6%,?,.,11.4%,-3.3
Cc1ccc(NC(=O)C2CCN(S(=O)(=O)c3c(C)nn(C)c3C)CC2)c(Cl)c1,-3.6,7.1%,0.7%,?,16.8%,-5.1
COc1ccc(NC(=O)CCN2C(=O)c3ccccc3S2(=O)=O)c(OC)c1,4.2,-0.3%,2.7%,21.7%,-9.3%,20.0
CC1CC(C)(C)N(C(=O)NC2CCCCC2)c2ccccc21 (stereo unspecified),0.3,-0.1%,15.6%,0.3%,-4.5%,20.1

Screening results: PubChem, National Center for Advancing Translational Sciences (NCATS)
